# Screens from PubChem.
# TPT1 inhibitor = C. albicans TPT1 enzyme inhibition; recombinant caTPT1, FP RNA substrate dephosphorylation; inhibition, % at 5 µM; actives 0.81% (n = 300,000); AID 1962;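 active = inhibition above the mean of all tested compounds plus 3 SD, set per screening campaign, cut at about 24% in these data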;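 note: plate controls were DMSO alone for no effect and ferristatin control at 100 nM for full effect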
# PP1 counter = PP1-alpha (human) inhibition in PP5 counter-screen; P62136; purified PP1alpha, OMFP fluorescence; inhibition, % at 6.7 µM; actives 0.9% (n = 320,000); AID 2235;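 active = inhibition above the mean inhibition of all tested compounds plus 3 SD, computed separately for each screening campaign, cut at about 15% in these data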
# Target sequence (P62136 whole entry, looked up): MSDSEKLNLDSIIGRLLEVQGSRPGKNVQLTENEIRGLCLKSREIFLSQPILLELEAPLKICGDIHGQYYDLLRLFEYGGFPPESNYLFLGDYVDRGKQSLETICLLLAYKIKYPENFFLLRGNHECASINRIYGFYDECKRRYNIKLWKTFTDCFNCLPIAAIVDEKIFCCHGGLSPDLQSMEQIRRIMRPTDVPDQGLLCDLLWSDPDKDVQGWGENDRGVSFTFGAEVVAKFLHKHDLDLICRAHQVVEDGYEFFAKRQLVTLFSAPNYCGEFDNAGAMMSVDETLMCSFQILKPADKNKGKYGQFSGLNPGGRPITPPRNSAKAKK
# PREPL inhibitor = inhibitors of human prolyl oligopeptidase-like enzyme PREPL | Q4J6C6 | recombinant PREPL, fluorescence polarization activity-based probe | inhibition, % at 5.96 µM | actives 0.68% (n = 320,000); in the data active = inhibition above about 43%;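 note: 0% = enzyme with DMSO and 100% = wells lacking enzyme; many of its hits are not listed in these tables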
# core dimer inh = blocks dimerization of HCV core protein. inhibition, % at 5 µM. actives 0.33% (n = 300,000). TR-FRET GST/Flag-core106 dimerization, 1536-well;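 active = inhibition above the mean of all tested compounds plus 3 SD, set per screening campaign, cut at about 45% in these data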
#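 assay system = GST-tagged and Flag-tagged HCV core protein residues 1-106 | controls = unlabelled core106 and no-GST-core106 wells | incubation = compound-protein-antibody incubation 4 h at 22.5 °C | probe or stimulus = Eu donor and XL665 acceptor anti-tag antibodies | read-out = % inhibition based on acceptor/donor emission ratio | signal = TR-FRET 671 and 617 nm emission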
# ZTA DNA inh = counter-screen for EBNA-1 inhibitors: inhibitors of Epstein-Barr virus ZTA; P03206; inhibition, % at 11 µM; actives 0.15% (n = 320,000); ZTA-DNA binding, fluorescence polarization; in the data active = inhibition above about 33%
# Target sequence (P03206 whole entry, looked up): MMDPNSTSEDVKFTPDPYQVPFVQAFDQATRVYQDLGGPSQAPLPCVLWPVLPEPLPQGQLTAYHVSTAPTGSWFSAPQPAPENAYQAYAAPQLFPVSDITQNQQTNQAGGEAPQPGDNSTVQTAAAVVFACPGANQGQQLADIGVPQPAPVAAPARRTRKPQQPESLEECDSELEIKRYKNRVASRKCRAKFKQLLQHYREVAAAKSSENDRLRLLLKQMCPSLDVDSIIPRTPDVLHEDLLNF
# CTSL1 counter = cathepsin L1 inhibition, PFM18AAP counter-screen. actives 0.49% (n = 300,000). recombinant F. hepatica cathepsin L1, Z-Leu-Arg-MCA fluorescence. inhibition, % at 5.96 µM;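 active = inhibition above the mean of all tested compounds plus 3 SD, set per screening campaign, cut at about 17% in these data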;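 note: 0% = plate median of test compound wells and 100% = 1 µM Z-Phe-Ala-diazomethylketone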
# PP5 primary = inhibitors of human protein phosphatase 5 (PP5); P53041; purified PP5c, OMFP substrate fluorescence; inhibition, % at 6.7 µM; actives 0.18% (n = 320,000); AID 1987;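 active = inhibition above the campaign's mean inhibition across all tested compounds plus 3 SD, cut at about 9.5% in these data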;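 note: 0% = DMSO only and 100% = 100 µM cantharidin control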
# EBNA-1 inhibitor = blocks EBNA-1 binding to DNA; actives 0.34% (n = 300,000); inhibition, % at 14.8 µM; EBNA-1 DNA binding, fluorescence polarization; AID 1950; in the data active = inhibition above about 28%
# Efflux pump inh = blocks antifungal efflux pumps in multiplex yeast assay; S. cerevisiae Candida pump triplex, Nile Red efflux; actives 0.44% (n = 330,000); inhibition, % at 10 µM; AID 485275;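 active = plate passing quality check with inhibition over a set limit, or well fluorescence over plate mean plus 4 SD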;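 note: Nile Red retained in pooled yeast measured as flow cytometry median fluorescence; 0% = buffer negative control and 100% = Enniatin B positive control; higher means more Nile Red kept so more efflux inhibition; some compounds called inactive have numbers as strong as hits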
# * marks the source's active call; other numbers are inactive results; . = no result given. This is a subset. The share of hits here may be higher or lower than overall.
# A first look:
structure	EBNA-1 inhibitor	PP5 primary	CTSL1 counter	TPT1 inhibitor	PP1 counter	Efflux pump inh	PREPL inhibitor	ZTA DNA inh	core dimer inh
O=C(COC(=O)C1CCN(c2ccc(C(F)(F)F)cn2)CC1)c1ccccc1Cl	-5	0.2	-3	3	-2	0.0	-41	12	2
CC(C)OP(=O)(c1ccc(N(C)C)cc1)C(Nc1ccccc1)c1cccnc1 (centres undefined)	-20	1.4	1	-2	4	0.0	3	8	-3

# Main list (from the top)
structure	EBNA-1 inhibitor	PP5 primary	CTSL1 counter	TPT1 inhibitor	PP1 counter	Efflux pump inh	PREPL inhibitor	ZTA DNA inh	core dimer inh
O=C(COC(=O)C1CCN(c2ccc(C(F)(F)F)cn2)CC1)c1ccccc1Cl	-5	0.2	-3	3	-2	0.0	-41	12	2
CC(C)OP(=O)(c1ccc(N(C)C)cc1)C(Nc1ccccc1)c1cccnc1 (centres undefined)	-20	1.4	1	-2	4	0.0	3	8	-3
O=C1Cc2cc(S(=O)(=O)Nc3ccc(F)cc3Cl)ccc2N1	.	-0.2	.	.	-1	0.0	5	-8	.
COc1ccc(NC(=O)CNC(=O)c2c(C)nn(C)c2Cl)cc1	-1	-1.1	1	-1	-4	0.0	2	10	0
O=C(NCCc1cnc[nH]1)c1cccs1	-4	0.5	2	-1	-2	-0.1	2	-1	5
COc1ccc(/C=C/C(=O)OCC(=O)Nc2cc(S(=O)(=O)N(C)C)ccc2Cl)cc1	12	2.5	-2	-3	4	0.0	11	-3	-8
Cc1cccc(NC(=O)C2CCN(S(=O)(=O)c3cccc4nsnc34)CC2)c1	-2	0.3	0	-2	1	-0.1	5	-1	0
COc1ccc(NC(=S)N=Nc2c(O)[nH]c3ccccc23)cc1	-7	3.1	2	-1	4	0.0	27	1	-4
O=[N+]([O-])c1ccccc1S(=O)(=O)Nc1cccc2cccnc12	-9	3.4	-4	-2	2	0.1	9	0	-4
O=C(Nc1ccc(F)cc1)N1CCCCCC1	0	0.7	-2	1	1	-1.3	3	-3	-1
Cc1cc(-c2ccco2)n(CC(=O)NCc2ccco2)n1	0	0.6	-1	0	-3	-0.3	-2	-8	6
O=C(Nc1ccccc1C(=O)O)c1cccc(NC(=O)c2ccco2)c1	-9	5.5	1	0	4	0.6	2	1	-4
Cc1ccc(C(=O)N2CCN(c3ccccc3F)CC2)cc1S(=O)(=O)N1CCOCC1	9	-1.9	-1	-6	-2	-0.2	17	-6	3
O=C1NN(c2cccc(Br)c2)C(=O)/C1=C\c1ccc(N2CCOCC2)cc1	-2	1.2	-3	0	0	-0.1	-2	-7	-2
O=S(=O)(NC1CCCCCCC1)c1ccc(F)cc1	-2	2.1	-3	-2	0	0.1	-10	-3	2

# Sorted by SMILES length (largest number first): some entries from above
structure	EBNA-1 inhibitor	PP5 primary	CTSL1 counter	TPT1 inhibitor	PP1 counter	Efflux pump inh	PREPL inhibitor	ZTA DNA inh	core dimer inh
COc1ccc(/C=C/C(=O)OCC(=O)Nc2cc(S(=O)(=O)N(C)C)ccc2Cl)cc1	12	2.5	-2	-3	4	0.0	11	-3	-8
Cc1ccc(C(=O)N2CCN(c3ccccc3F)CC2)cc1S(=O)(=O)N1CCOCC1	9	-1.9	-1	-6	-2	-0.2	17	-6	3
O=C(COC(=O)C1CCN(c2ccc(C(F)(F)F)cn2)CC1)c1ccccc1Cl	-5	0.2	-3	3	-2	0.0	-41	12	2
Cc1cccc(NC(=O)C2CCN(S(=O)(=O)c3cccc4nsnc34)CC2)c1	-2	0.3	0	-2	1	-0.1	5	-1	0
CC(C)OP(=O)(c1ccc(N(C)C)cc1)C(Nc1ccccc1)c1cccnc1 (centres undefined)	-20	1.4	1	-2	4	0.0	3	8	-3
O=[N+]([O-])c1ccccc1S(=O)(=O)Nc1cccc2cccnc12	-9	3.4	-4	-2	2	0.1	9	0	-4
O=C(Nc1ccccc1C(=O)O)c1cccc(NC(=O)c2ccco2)c1	-9	5.5	1	0	4	0.6	2	1	-4
COc1ccc(NC(=O)CNC(=O)c2c(C)nn(C)c2Cl)cc1	-1	-1.1	1	-1	-4	0.0	2	10	0
Cc1cc(-c2ccco2)n(CC(=O)NCc2ccco2)n1	0	0.6	-1	0	-3	-0.3	-2	-8	6
O=S(=O)(NC1CCCCCCC1)c1ccc(F)cc1	-2	2.1	-3	-2	0	0.1	-10	-3	2
O=C(Nc1ccc(F)cc1)N1CCCCCC1	0	0.7	-2	1	1	-1.3	3	-3	-1
O=C(NCCc1cnc[nH]1)c1cccs1	-4	0.5	2	-1	-2	-0.1	2	-1	5

# Carrying on.
structure	EBNA-1 inhibitor	PP5 primary	CTSL1 counter	TPT1 inhibitor	PP1 counter	Efflux pump inh	PREPL inhibitor	ZTA DNA inh	core dimer inh
CC(=O)c1cccc(NC(=O)COc2ccccc2)c1	-5	2.1	-1	2	-4	0.3	-2	1	3
CCCNC(=O)CCC(=O)Nc1ncc(-c2ccc(C)cc2)n1C	7	-0.1	0	-4	-4	-0.1	6	13	-1
Cc1ccc(C2SCC(=O)N2Cc2cn3ccsc3n2)o1 (centres undefined)	-1	-2.1	0	-2	-7	-0.1	-3	-4	1
O=C(Cn1nc(-c2ccc(Cl)cc2)ccc1=O)NCc1ccc2c(c1)OCO2	-5	1.3	3	5	1	1.0	-25	1	6
O=C(CNS(=O)(=O)c1cccs1)N1CCc2ccccc2C1	-3	4.3	-1	0	2	0.0	-53	6	3
CCC(C)C(NC(N)=O)C(=O)Nc1ccc(C)c(Cl)c1 (centres undefined)	3	-0.8	5	-2	-6	0.0	4	-1	-4
COc1ccc(CSCCc2n[nH]c(=S)n2-c2ccccc2)cc1C	-4	0.2	1	-1	4	-0.1	-2	3	3
COc1ccc(C(=O)C2CCN(C(=S)NCCc3ccc(OC)c(OC)c3)CC2)cc1	-6	-0.1	1	2	-2	0.1	-7	0	2
CC(=O)c1cccc(N=C2C(=O)Nc3ccccc32)c1	5	-0.7	4	-4	8	0.0	6	9	-1
CC1c2cc3c(cc2CCN1S(=O)(=O)c1ccccc1)OCCCO3 (centres undefined)	-13	3.1	-9	1	0	0.0	8	-2	-2
CCOC(=O)CN1C(=O)C(C)(C)Oc2ccc(C(=O)Nc3ccccc3OC)cc21	-11	1.6	3	-1	-5	0.2	14	-12	3
CCOC(=O)c1sc(NC(=O)CCc2ccccc2)nc1C	-2	0.9	3	1	-3	0.1	4	1	2
Clc1cccc(CNc2nnnn2-c2ccccc2)c1	-6	3.1	4	1	-1	0.1	-9	-1	1
CN(Cc1cccc(F)c1)C(=O)c1ccc(S(=O)(=O)C(F)F)cc1	-5	1.6	-2	4	-3	0.1	-1	-10	0
CC(=O)SC1CC2=CC(=O)CCC2(C)C2CCC3(C)C(CCC34CCC(=O)O4)C12 (centres undefined)	0	2.4	-5	-4	0	-0.2	5	-6	6
Cc1cccc(C)c1-n1c(C)cc(/C=N/NC(=O)CSc2ncccn2)c1C	4	2.4	-4	3	-2	0.0	5	9	8
COc1ncnc(OC)c1S(=O)(=O)NCc1ccccc1	-8	0.0	-6	-3	-2	0.1	3	-5	-6
O=C(Cn1ncc2c3ccccc3n(Cc3ccccc3F)c2c1=O)N1CCN(c2ccccn2)CC1	19	-0.2	4	-3	2	0.1	6	10	22
COc1ccc2[nH]cc(CCn3ccc(=O)c(C)c3C)c2c1	-10	-0.6	-1	3	0	0.0	0	-3	-1
Cc1ccc(C)c(CNc2ccc(S(=O)(=O)N3CCCCC3)cc2)c1	.	3.9	.	.	-4	0.1	4	3	.
CCc1noc(C)c1C(=O)NCCc1ccc(S(N)(=O)=O)cc1	-4	-1.5	-8	-2	1	0.0	-1	4	-2
COc1ccc(CN(C)C(=O)c2cc(S(=O)(=O)Nc3ccccc3F)ccc2C)c(OC)c1	-7	-4.0	-7	-2	6	-0.1	6	4	-4
CCC(C)NC(=O)c1ccc(CSCc2cccc(F)c2)o1 (centres undefined)	-1	1.3	-2	0	-4	-0.1	4	-4	2
Cc1noc(C)c1C(=O)OCC(=O)c1c[nH]c2ccccc12	1	0.4	4	4	0	0.0	17	1	-1
COc1ccc(CNc2ccccc2)cc1Br	-2	4.1	-5	1	3	0.2	15	-13	2
COc1cc(C=O)ccc1OCC(=O)Nc1cccc(S(=O)(=O)N(C)c2ccccc2)c1	-1	2.8	-4	1	5	0.2	-19	5	4
Cn1c(=O)c2c(nc(NCc3cccnc3)n2Cc2ccc(Cl)cc2)n(C)c1=O	3	1.6	-2	-3	-3	-0.1	25	-12	-6
O=C(c1cnn2c(C(F)F)cc(C3CC3)nc12)N1CCCC1	-4	1.3	-1	-3	-5	1.0	-3	-2	5
O=C1c2cc(O)cc(O)c2C(=O)c2c1cc(O)c([C@@H](CO)CCO)c2O	-8	3.7	2	17	0	-0.1	2	-6	-34
Cc1ccccc1CN1[C@@H](C(C)C)COCCS1(=O)=O	-3	1.4	1	1	4	-0.1	3	-4	-26
CCC1S/C(=N\S(=O)(=O)c2cccs2)N(C2CCCCC2)C1=O (centres undefined)	-1	-7.0	5	-2	-9	0.0	25	-6	5
O=C(Cc1ccc(Cl)cc1)N1CCN(C(=O)c2ccco2)CC1	11	-1.0	-1	0	0	0.0	-5	17	1
O=C(Nc1nccs1)c1cc2c(s1)-c1ccccc1OC2	11	-1.1	2	-1	23*	-0.1	-5	0	-30
CCC(=O)N1c2ccc(S(=O)(=O)N3CCCC3)cc2CC1C (centres undefined)	4	0.3	-2	-2	-1	-0.2	-1	15	0
c1csc(-c2nn3c(Cn4nnc5ccccc54)nnc3s2)c1	-7	2.0	-2	3	-4	0.2	8	2	0
Cc1ccc(OCC(=O)Nc2c(C)ccc3nsnc23)cc1	-11	1.5	1	1	-3	0.0	7	-12	-1
Cc1ccc(CN2CC(C(=O)N3CC(C)CC(C)C3)CC2=O)cc1 (centres undefined)	-6	-0.7	4	1	0	0.0	-15	6	3
O=C(c1ccc(-c2ccccc2)cc1)N1CCN(c2ccccc2F)CC1	-8	2.3	1	-2	2	0.1	9	-10	6
CCOc1ccc(OCC)c(NC(=O)C2CCN(c3cnccn3)CC2)c1	17	0.4	2	0	-1	-0.1	3	10	7
O=C(c1ccc(NC2=NC3CS(=O)(=O)CC3S2)cc1)N1CCN(C(=O)c2ccco2)CC1 (centres undefined)	13	1.6	-1	0	-3	0.2	-7	-7	-6
COc1ccc2c(Cl)c(C(=O)NCCCn3ccnc3)sc2c1Cl	8	-3.0	2	-5	18*	0.0	9	3	4
N#Cc1ccc(-c2ccc(F)cc2)nc1Oc1ccc(F)cc1	12	-1.3	0	2	3	-0.1	1	29	4
Cc1ccccc1NC(=O)c1nn(-c2ccc(F)c(F)c2)ccc1=O	-3	-1.0	4	2	3	0.3	17	0	0
CC1=C([N+](=O)[O-])C(c2ccccc2C(F)(F)F)NC(=O)N1C (centres undefined)	6	0.3	4	1	-12	0.3	-3	9	-4
